Cav32 inh: Cav3.2 calcium influx blockers – cell-based, Fluo-4 calcium fluorescence, FDSS, MLSMR library, primary screen | Voltage-dependent T-type calcium channel subunit alpha-1H (Homo sapiens), O95180 | Cav3.2-expressing cells; hits give low values | B-score at 10 µM | actives 4% (n = 100,000) | AID 449739, 2010;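 active = single-dose well whose peak fluorescence ratio is a statistical outlier from its plate by either plate-standardised score or position-corrected B-score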
The depositor's hits bear a star. The list is partial; count on the stated rates, not on these rows.

SMILES	Cav32 inh
CC(C)Oc1ccc(Cn2c(=O)sc3ccccc32)cc1	-2.1
COc1ccccc1OCC(O)Cn1nc(C)cc1C (stereo not given)	0.37
COc1ccc(-c2cc(C(F)(F)F)nc(SCCC(=O)Nc3cc(C)on3)n2)cc1	0.0845
N#CCCn1ncn(-c2ccccc2)c1=S	1.03
O=C1CCC(=O)N1CN(C(=O)c1ccco1)c1ccc(Cl)c(Cl)c1	0.905
CCCCn1c(SCC(=O)Nc2ccccc2C(F)(F)F)nc2ccsc2c1=O	-1.19
COC(=O)c1sc(NC(=O)c2cc3c(s2)CCCC3)nc1C	-0.24
Cc1ccc(S(=O)(=O)N2CCC(=O)N(C(COCc3ccccc3)Cc3ccccc3)CC2)cc1 (stereo not given)	0.748
CC(Sc1nc(N2CCOCC2)nc(N2CCOCC2)n1)C(=O)Nc1ccccc1 (stereo not given)	0.139
Cc1ccc(-c2cc3nn(-c4ccccc4)c(N)c3c(=O)o2)cc1	0.877
O=C(Nc1ccc(N2CCCCC2)cc1)c1ccc(F)cc1	0.332
CCOc1ccc(C(=O)NCC(C)C)cc1	-0.0208
CCCN(C(=O)Cc1nc(N)n[nH]1)C1(C(=O)Nc2c(C)cccc2C)CCCCC1	0.759
CCOC(=O)c1c(C)[nH]c(C(=O)COC(=O)C2(C)CC2(Cl)Cl)c1C (stereo not given)	-1.83
CCOC(=O)CCSc1nc2c(c(C(F)(F)F)c1C#N)CCC2	-1.27
CCNC(=S)N1CCN(C(=O)c2ccco2)CC1	-0.0983
O=C1C2C3C=CC(CC3)C2C(=O)N1c1ccc2c(c1)OCO2 (stereo not given)	1.62
NC(=O)c1c(N)sc2c1CCCC2	0.753
COCCCNS(=O)(=O)c1ccc(S(=O)(=O)N2CCCC2)cc1	0.354
COc1ccc(C2=[N+]([O-])C(C)(C)N(O)C2(C)C)cc1	0.147
O=C(NCCCCc1ccccc1)C1CC(c2ccc(C(F)(F)F)cc2)=NO1 (stereo not given)	-0.709
CCC(Sc1nc(C)cc(=O)[nH]1)C(=O)Nc1nnc(C)s1 (stereo not given)	0.405
COc1cc2[nH]c3c(=O)n(CCN(C(C)C)C(C)C)cnc3c2cc1OC	0.652
CCC1(c2cccc(Cl)c2)NC(=O)N(Cc2cc(C(=O)OC)c(C)o2)C1=O (stereo not given)	-5.54*
CC(=O)c1cccc(NC(=O)C2CCN(S(=O)(=O)c3ccc(F)cc3)CC2)c1	0.513

(cont.)
SMILES	Cav32 inh
Oc1ccc(CNc2ccccc2F)c2cccnc12	0.172
CC(C)(C)c1nc2ccccc2c2nnc(SCC(=O)Nc3nc4ccccc4s3)n12	-0.958
O=C(O)CCc1ccc(-c2ccc(Cl)cc2)o1	0.729
Nc1cc(Cl)ccc1Oc1ccc(Cl)cc1	0.000186
COC(=O)C1=C(N)c2ccccc2C1(C#N)c1ccccc1 (stereo not given)	-9.02*
CCNC(=O)CN1c2cccc3cccc(c23)S1(=O)=O	-0.132
O=C(Nc1nnc(SCc2ccccc2)s1)c1cc2c(s1)CCCC2	-0.0563
COc1cc(O)c(C(CC(=O)N2CCCC2)c2ccc3c(c2)OCO3)c(OC)c1 (stereo not given)	-0.791
CCOC(=O)c1cnn2c(C(F)F)cc(C3CC3)nc12	0.925
O=[N+]([O-])c1ccc(N2CCCCCC2)c(S(=O)(=O)N2CCCCC2)c1	-1.46
CCOc1ccccc1OCC(=O)O	-0.00478
CC(NC(=O)c1ccc(Cl)cc1)C(=O)NC1=NCCS1 (stereo not given)	0.8
CCN(CC)C(=O)N1CCC(NC(=O)c2ccc(C(C)(C)C)cc2)CC1	0.509
CCOC(=O)c1c(C)oc2c1c(C(c1ccncc1)N1CCOCC1)c(O)c1ccccc12 (stereo not given)	0.928
CC(C)N(C(=O)CSc1ncnc2sc(-c3ccccc3)cc12)C(C)C	-4.06
NC(=O)c1ncc(C(F)(F)F)cc1Oc1cccc(C(F)(F)F)c1	0.594
COCCCn1c(SCC(=O)Nc2cccc(C)n2)nnc1-c1ccco1	0.771
CSc1nsc(SC)c1C(=O)NCCNS(=O)(=O)c1ccc(C)cc1	0.805
COC(=O)C1=NN(C(=O)c2ccc(C)cc2)C(O)(c2ccc(Cl)cc2)C1 (stereo not given)	-3.22*
CCN(CC)S(=O)(=O)c1ccc2[nH]cc(C(=O)NCCc3ccccc3)c(=O)c2c1	0.698
Cn1c2c(c(=O)n(C)c1=O)CN(Cc1ccc3c(c1)OCO3)CN2	0.142
COC(=O)[C@@]1(Cc2ccc(OC)cc2)[C@@H]2C(=CC(=O)[C@H]2CC(=O)C(=O)N2CCCC2)CN1C(=O)c1ccccc1	1.57
O=C(O)c1cccnc1	-0.444
CCc1sc(C(=O)NCc2cc(C)n(C)n2)cc1Br	1.3
CCCCOC(=O)CSc1nnc(-c2ccc(Cl)cc2Cl)o1	-0.116

(more compounds)
SMILES	Cav32 inh
CCOC(=O)NC(Nc1sc2c(c1C(N)=O)CCCC2)(C(=O)OCC)C(F)(F)F (stereo not given)	1.17
O=C(NCc1ccc(F)cc1)C1CC(=O)N(CCc2ccccc2)C1 (stereo not given)	0.311
CCOC(=O)CC(=O)CSc1nc2ccc(C)cc2cc1C#N	-0.272
O=C1CCC2CCCCC2(O)O1 (stereo not given)	0.392
Clc1ccc(-n2nnc(-c3cccnc3Cl)n2)cn1	0.771
CC(C)(C)OC(=O)N1CCC[C@H]1c1nnc(SCc2c(Cl)cccc2Cl)o1	-6.76*
Cc1nnc(SCC(=O)NCc2ccc(Cl)cc2)[nH]c1=O	0.492
CC12C(=O)N(CCC(=O)O)C(=O)C1C1C=CC2C1 (stereo not given)	1.08
COC(=O)Cn1c(=O)cnc2ccccc21	0.199
O=C(c1ccc(Cl)c(S(=O)(=O)NCc2ccco2)c1)N1CCN(c2ccc(F)cc2)CC1	-0.945
CCOc1ccc(NC(=O)CSc2nc3c(c(=O)n2C)SC(C)C3)cc1 (stereo not given)	0.0886
Cc1ocnc1C(=O)Nc1ccc(Cl)cc1	-0.157
Cc1cc(=O)[nH]c(SC/C=C/c2ccccc2)n1	0.693
COc1ccc(-n2c(=O)[nH]cc(C(=O)Nc3ccccc3)c2=O)cc1	0.167
Cc1cc(C)cc(C(=O)N2CCCCCC2)c1	0.06
COc1ccc(C(=O)c2oc3ccccc3c2NC(C)=O)cc1	-1.84
COc1ccc(NS(=O)(=O)c2cc(C(=O)O)ccc2C)cc1	0.627
Cc1cc(C)n(-c2nc3ccccc3nc2N2CCN(S(=O)(=O)c3ccc4ccccc4c3)CC2)n1	-3.52
CCOC(=O)CSc1cccc2cccnc12	-0.528
CCOC(=O)c1nc[nH]c1C	-0.254
COc1ccc(C(c2c(O)cc(C)oc2=O)c2c(O)cc(C)oc2=O)cc1	0.892
COc1ccc(C(=O)COC(=O)[C@H](C)Nc2ccc(C(F)(F)F)cc2[N+](=O)[O-])c(OC)c1	-1.77
COc1cccc(C2=NOC(C(=O)Nc3cc(C)nn3-c3ccccc3)C2)c1OC (stereo not given)	0.0985
CCCOc1ccc(NC(=O)CC2C(=O)N(C)C(=S)N2Cc2cccs2)cc1 (stereo not given)	-3.87*
COc1ccc(NC(=O)C2CSC3c4ccccc4C(=O)N23)cc1 (stereo not given)	0.154

The results go on:
SMILES	Cav32 inh
CC(=O)n1cc([C@@H]2C=C(C(=O)N3CCN(C)CC3)O[C@H](OCc3ccc(CO)cc3)C2)c2ccccc21	0.895
O=C(NC1CCCCC1)C(c1ccncc1)N(Cc1ccc2c(c1)OCO2)C(=O)C(F)(F)F (stereo not given)	0.0746
COc1ccccc1Nc1nc(C2(C)CCC(=O)O2)cs1 (stereo not given)	0.411
C=CCN=C1CC(C)(C)CC(=O)/C1=C(\O)c1ccccc1	1.87
CCC(C)C1C(C#N)=C(N)OC2=C1C(=O)CC(C)(C)C2 (stereo not given)	0.65
O=C(Nc1nnc(SCC(=O)N2CCOCC2)s1)c1ccccc1Cl	1.14
CCOc1ccccc1NC(=O)CSc1nnc(Cc2cccn2C)n1-c1ccc(F)cc1	-9.29*
COc1ccc(NC(=O)c2oc3ccccc3c2C)c(OC)c1	-2.52
OCC(Cc1ccc2c(c1)OCO2)C(CO)Cc1ccc2c(c1)OCO2 (stereo not given)	-0.675
CCOC(=O)c1nnn(-c2nonc2N)c1CN(CC)c1ccccc1	-4.78*
O=C(Cn1cccc1C(=O)c1ccccc1)NCc1cccs1	0.821
CN(C)CCCN1C(=O)C(=O)/C(=C(/O)c2ccncc2)C1c1cccc(Br)c1 (stereo not given)	0.314
C=CCN1CC(c2nc3ccccc3n2Cc2ccccc2)CC1=O (stereo not given)	1.22
CNCCc1ccccn1	-0.019
O=C(NCc1cccnc1)c1ccc(Cl)cc1[N+](=O)[O-]	-0.462
CCCCCCn1c(CN2CCN(CCO)CC2)nc2c1c(=O)n(C)c(=O)n2C	0.116
O=C(Cn1nc(C(F)(F)F)c2c1CCCC2)NC1CCCC1	0.315
COC(=O)c1cccc(NC(=O)CN2CCC(NC(=O)c3cc(OC)c(OC)c(OC)c3)CC2)c1	1.53
NC(=O)c1ccsc1NC(=O)C1CCCCC1	0.197
Cc1ccc(NC(=O)c2nc[nH]c2C(=O)Nc2ccc(C)cc2)cc1	0.434
COC(=O)CCC(=O)Nc1ccc(Br)cc1	0.407
O=C(Nc1ccccc1)c1ccc2nsnc2c1	1.41
CC(C)(C)[C@H]1C=C(C(=O)N2CCOCC2)O[C@@H](OCCCCO)C1	1.13
COC(=O)c1ccc(NC(=O)Cc2ccc(C)cc2)cc1	-0.431
COc1ccc(NC(=O)c2cc(C)on2)cc1OC	0.49

Carrying on:
SMILES	Cav32 inh
CC1Cc2nc(SCC(=O)NCc3ccccc3)n(Cc3ccccc3)c(=O)c2S1 (stereo not given)	-2.62
CN1C(=O)OC(C)(CCc2ccccc2)C1(C)O (stereo not given)	-1.02
CCn1c(SCC(=O)NCc2ccco2)nnc1C(C)C	0.0257
COc1ccc(NC(=O)CN(C)C(C)C(=O)N2CCCCC2)cc1 (stereo not given)	1.08
CCCCNC(=O)c1onc(CSc2ccccc2)c1C(=O)O	0.0753
CC1Cc2nc(SCC(=O)NC3CCCCC3)n(C)c(=O)c2S1 (stereo not given)	0.61
Cc1ccc(N2C(=O)CC(Nc3ccccc3)C2=O)cc1 (stereo not given)	0.836
O=C(CNS(=O)(=O)c1ccc2ccccc2c1)OCC(=O)c1ccc(Br)s1	-0.377
Cc1cccc(N2CCN(C(=O)c3ccccc3NC(=O)C3CC=CCC3C(=O)O)CC2)c1 (stereo not given)	0.531
Cc1ccc(C(=O)NC(C)(COc2nonc2C)COc2nonc2C)cc1	-2.06
COC(=O)C(C)Sc1ncnc2c1nnn2-c1ccc(F)cc1 (stereo not given)	2.38
CCCn1c(=O)c(F)cn(Cc2ccc(OC)c([N+](=O)[O-])c2)c1=O	0.495
Cc1c(NC(=O)CC2CC(C)OC2=O)c(=O)n(-c2ccccc2)n1C (stereo not given)	0.769
Cc1ccc(NC(=O)C(=O)c2c(-c3ccccc3)cc3ccccn23)cc1S(=O)(=O)N1CCOCC1	-0.804
CN(C(=O)COC(=O)c1nc(-c2ccccc2)n(-c2ccccc2)n1)C1CCS(=O)(=O)C1 (stereo not given)	-0.0445
C=CCn1c(COc2ccc(Cl)cc2)nnc1SCC(=O)NCC(=O)OCC	2.27
O=C(Nc1ccccc1)c1nn(-c2ccccc2)c(=O)cc1C(F)(F)F	-1.86
CN(C)c1ccc(C(=O)OCc2ccc(Br)cc2)cc1	-0.02
COc1ccccc1CNC(=O)CCS(=O)(=O)c1cccc2nonc12	0.47
O=S(CC(O)COCc1ccc(Cl)cc1)c1ccccn1 (stereo not given)	0.203
CC(C)(C)NC(=O)c1ccc(NC(=O)C2COc3ccccc3O2)cc1 (stereo not given)	-0.261
Cc1ccc(S(=O)(=O)N(C)CC(=O)N2CCc3ccccc32)cc1	-0.443
O=C(CN1CCN(Cc2ccc3c(c2)OCO3)CC1)N1CCc2[nH]c3ccccc3c2C1	0.0142
COc1cc2[nH]c(=O)n(Cc3ccc(C(=O)NCCCN4CCN(C)CC4)cc3)c(=O)c2cc1OC	0.769
CC(C)c1nnc(NC(=O)CCC(=O)N2CCN(C3CCCCC3)CC2)s1	0.982
Cc1c(NC(=O)CCN2C(=O)c3ccccc3C2=O)c(=O)n(-c2ccccc2)n1C	-1.13
O=C1/C(=C/c2cccs2)N=C(c2cccs2)N1Nc1ccccc1	-1.47
O=C(NCc1ccccc1)c1cc(=O)[nH]c2ccccc12	1.84

Grouped by structure, the compounds so far with two or more sulfur atoms (15)
SMILES	Cav32 inh
CCCCn1c(SCC(=O)Nc2ccccc2C(F)(F)F)nc2ccsc2c1=O	-1.19
COC(=O)c1sc(NC(=O)c2cc3c(s2)CCCC3)nc1C	-0.24
COCCCNS(=O)(=O)c1ccc(S(=O)(=O)N2CCCC2)cc1	0.354
CCC(Sc1nc(C)cc(=O)[nH]1)C(=O)Nc1nnc(C)s1 (stereo not given)	0.405
CC(C)(C)c1nc2ccccc2c2nnc(SCC(=O)Nc3nc4ccccc4s3)n12	-0.958
O=C(Nc1nnc(SCc2ccccc2)s1)c1cc2c(s1)CCCC2	-0.0563
CC(C)N(C(=O)CSc1ncnc2sc(-c3ccccc3)cc12)C(C)C	-4.06
CSc1nsc(SC)c1C(=O)NCCNS(=O)(=O)c1ccc(C)cc1	0.805
CCOc1ccc(NC(=O)CSc2nc3c(c(=O)n2C)SC(C)C3)cc1 (stereo not given)	0.0886
CCCOc1ccc(NC(=O)CC2C(=O)N(C)C(=S)N2Cc2cccs2)cc1 (stereo not given)	-3.87*
O=C(Nc1nnc(SCC(=O)N2CCOCC2)s1)c1ccccc1Cl	1.14
CC1Cc2nc(SCC(=O)NCc3ccccc3)n(Cc3ccccc3)c(=O)c2S1 (stereo not given)	-2.62
CC1Cc2nc(SCC(=O)NC3CCCCC3)n(C)c(=O)c2S1 (stereo not given)	0.61
O=C(CNS(=O)(=O)c1ccc2ccccc2c1)OCC(=O)c1ccc(Br)s1	-0.377
O=C1/C(=C/c2cccs2)N=C(c2cccs2)N1Nc1ccccc1	-1.47
